# SIRT5 block: sirtuin-5 (human) deacylase inhibition; Q9NXA8; Purified SirT5, succinyl-peptide AMC, trypsin-coupled fluorescence; inhibition, % at 15 µM; 330,000 tested, 1.1% active; AID 652115; in the data active means inhibition above about 15%
# Target sequence (Q9NXA8 whole entry, looked up): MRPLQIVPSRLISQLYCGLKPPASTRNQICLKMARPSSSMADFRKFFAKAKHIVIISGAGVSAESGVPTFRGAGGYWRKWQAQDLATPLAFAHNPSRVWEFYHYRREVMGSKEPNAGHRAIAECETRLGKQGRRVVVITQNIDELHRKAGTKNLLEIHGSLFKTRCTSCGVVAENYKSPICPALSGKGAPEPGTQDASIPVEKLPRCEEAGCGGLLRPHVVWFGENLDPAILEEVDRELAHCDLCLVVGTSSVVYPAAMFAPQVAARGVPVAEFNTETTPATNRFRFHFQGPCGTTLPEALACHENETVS
# C2C12 statin: suppression of simvastatin myotoxicity; C2C12 myotubes + simvastatin, ATP luminescence, 48 h; scaled: DMSO 0, geranylgeraniol control 100; 330,000 tested, 0.78% active; AID 602340; rescue of ATP level, % at 7.49 µM;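 active means mean ATP rescue above about 67%, or every replicate alone reaching that limit, limit read from the data, passing the limit was not always enough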;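 further: myotubes were challenged with 10 µM simvastatin during compound exposure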
# Cneo AK release: causes C. neoformans cell lysis | AID 651654 | 360,000 tested, 0.2% active | adenylate kinase release luminescence, 4 h; normalised: neutral wells 0, clomiphene wells 100 | lysis activity, % at 15 µM;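 active means mean lysis activity across replicates of at least 80%, whatever share of replicates individually reach that level; inactive means mean lysis activity below 80%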
#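 Material: C. neoformans cells; Schedule: 4 h static compound exposure, 37 °C, read 1 h post-reagent; Measured by: adenylate kinase release luminescence; Read-out: signal increase indicating cell lysis; Controls: Clomiphene as positive lysis control.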
# ARNT TACC3 PPI: ARNT/TACC3 interaction disruption; inhibition, % at 9.99 µM; AlphaScreen His-ARNT PAS-B/GST-TACC3 binding, luminescence; TACC3 fragment carries E629A point mutation; 390,000 tested, 0.66% active; AID 623870;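 active means mean inhibition of replicates at least 50% and at least half of replicates each reaching 50%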;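 further: 0% = complete ARNT plus TACC3 wells and 100% = ARNT alone without TACC3; many hits fall short of the cut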
# miR122 inh: miR-122 inhibition in Huh7 cells | 340,000 tested, 0.3% active | activation (reporter increase), % at 12.5 µM | Huh7 miR-122 Renilla luciferase sensor, 48 h; neutral wells = 0, positive control = 100;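 active means mean replicate activation score at least 90 and every replicate individually at or above 90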;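 further: higher luciferase means less miR-122 activity so hits act as miR-122 inhibitors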
# ERp5 block: blocks human ERp5 reductase activity on insulin | Q15084 | ERp5 insulin aggregation, absorbance 650 nm, 90 min | inhibition, % at 9.99 µM | 350,000 tested, 0.05% active | AID 651711;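 active means mean replicate inhibition above about 25%, with every replicate also reaching it, limit read from the data, passing the limit was not always enough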
# Target sequence (Q15084 whole entry, looked up): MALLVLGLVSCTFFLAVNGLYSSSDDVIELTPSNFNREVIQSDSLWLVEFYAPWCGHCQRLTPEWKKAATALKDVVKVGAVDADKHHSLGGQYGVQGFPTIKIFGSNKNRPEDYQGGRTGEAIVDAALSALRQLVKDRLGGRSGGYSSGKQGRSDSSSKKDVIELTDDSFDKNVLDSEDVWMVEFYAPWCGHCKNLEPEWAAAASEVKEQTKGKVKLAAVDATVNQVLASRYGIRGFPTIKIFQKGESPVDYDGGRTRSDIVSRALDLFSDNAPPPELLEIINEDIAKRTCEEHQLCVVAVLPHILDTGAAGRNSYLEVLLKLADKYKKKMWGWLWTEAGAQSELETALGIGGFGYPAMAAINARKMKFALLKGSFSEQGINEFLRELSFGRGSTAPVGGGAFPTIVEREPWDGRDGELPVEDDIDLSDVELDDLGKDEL
# esBAF inh: inhibitors of esBAF chromatin remodeling in mouse ES cells; 350,000 tested, 2% active; reporter increase, % at 12.5 µM; Bmi1-luciferase knock-in reporter, 24 h; 100% = twice the neutral-well signal; in the data active means activation above about 40%;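 further: 0% = median of the plate's neutral control wells and 100% = double that signal; a rise in the Bmi1 reporter signal indicates esBAF inhibition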
# Numbers without * were called inactive; . = no result given; [ ] = another dose, or the depositor's remark. This is a random part of the collection (roughly 4% active in at least one column).
SMILES,SIRT5 block,C2C12 statin,Cneo AK release,ARNT TACC3 PPI,miR122 inh,ERp5 block,esBAF inh
O=C(O)c1cccc(N(CCO)CCO)c1,-9,4,.,-3,-1,7,5
CC(C)CC#Cc1ccc2c(c1)O[C@H](CN(C)C(=O)C1CCC1)[C@@H](C)CN([C@H](C)CO)S2(=O)=O,5,-19,0,-5,65[16.7 µM],4,-4
CCCC(=O)Nc1nnc(-c2ccc3c(c2)OCO3)s1,-7,-7,-1,-9,-13,-2,25
CCOCCCN1C(=O)CN(C2CCCCC2)C(=O)C1c1ccc(OC)c(OC)c1 (stereo unspecified),-13,0,0,0,.,4,-1
C[C@H](CO)N1C[C@H](C)[C@@H](CN(C)C(=O)Nc2ccc3c(c2)OCO3)OCCCC[C@H](C)Oc2ccc(NC(=O)c3ccncc3)cc2C1=O,-4,.,-2,6,6[16.7 µM],2,54*
Cc1oc(-c2ccc(-c3ccccc3)cc2)nc1CN(CCO)C(C)C,14,0,-9,-9,9,1,60*
COc1ccc(S(=O)(=O)Nc2ccc3c(c2)C(=O)N([C@H](C)CO)C[C@@H](C)[C@H](CN(C)C(=O)Nc2c(C)noc2C)O3)cc1,0,.,-3,-8,-3[16.7 µM],1,-5
COc1ccc(C2Nc3ccccc3C(=O)N2NC(=O)c2ccccc2)cc1OC (stereo unspecified),1,2,0,-16,3,0,-5
CCOc1ccc(S(=O)(=O)N2CCN(C(=O)C3CCC3)CC2)cc1,-7,.,.,-1,.,1,.
O=C(O)C1=NOC(CNc2ncc(C(F)(F)F)cc2Cl)C1 (stereo unspecified),-5,6,.,-1,-7,-7,-3
Cc1noc(C)c1NC(=O)N(C)C[C@H]1OCCCC[C@@H](C)Oc2ccc(NC(=O)Cc3ccccc3)cc2C(=O)N([C@@H](C)CO)C[C@@H]1C,2,.,-1,31,-4[16.7 µM],-4,-5
OCC(CO)(CO)N=Cc1cc(Br)ccc1O,-1,.,-1,-7,0,0,1
CN1/C(=C\C(=O)COc2ccc3c(c2)OCO3)C(C)(C)c2ccccc21,.,-20,0,-6,-3,.,-37
Cc1cc2nc(SCC(=O)Nc3ccccc3C(=O)O)[nH]c2cc1C,0,.,.,-2,.,-2,.
C[C@@H]1CN([C@@H](C)CO)C(=O)Cc2cc(NC(=O)Cc3cn(C)c4ccccc34)ccc2O[C@H]1CN(C)Cc1ccc2c(c1)OCO2,-9,23,1,2,-12[16.7 µM],0,6
Cc1cccc(C)c1NC(=O)CCCSc1nnc(N)s1,-1,3,.,-2,2,-8,-1
C[C@@H]1CN([C@@H](C)CO)C(=O)c2ccccc2-c2ccccc2CO[C@@H]1CN(C)Cc1ccc(O)cc1,-7,25,2,3,.,5,0
Cc1cc2nc(-c3ccc(SCC(=O)Nc4ccc(S(=O)(=O)N5CCCC5)cc4)nc3)[nH]c2cc1C,.,.,-7,-12,7,.,.
Cc1cc(NC(=O)COC(=O)c2cnccn2)ccc1Br,-2,2,-1,3,0,0,-2
COc1ccc(S(=O)(=O)N(C)C[C@H]2OCCCC[C@@H](C)Oc3ccc(NC(=O)c4ccncc4)cc3C(=O)N([C@@H](C)CO)C[C@@H]2C)cc1,-9,.,6,6,-4[16.7 µM],-5,5
COc1cc(C(=O)Nc2sc3c(c2C(=O)NCc2ccco2)CCCC3)cc(OC)c1OC,.,-31,0,0,-10,.,-3
COc1ccc(S(=O)(=O)N2CCc3ccccc32)cc1C(=O)Nc1ccc(C(N)=O)cc1,-1,-8,12,-12,21,-2,11
CC1CN(C)C(C)CC1OC(=O)C(c1ccccc1)c1ccccc1 (stereo unspecified),0,6,2,.,4,1,-8
Cc1ccc(S(=O)(=O)N(C)C[C@H]2Oc3ccc(NC(=O)NC(C)C)cc3C(=O)N([C@@H](C)CO)C[C@H]2C)cc1,-5,-8,2,-5,19[16.7 µM],1,-2
CC(C)C[C@H]1CN=C(Nc2ccccc2)N1CCC(C)c1ccccc1 (stereo partly specified),13,-15,4,-5,.,2,0
COc1cccc(OCCc2c(C)n[nH]c2C)c1,.,9,0,1,6,.,7
C[C@@H]1CN([C@H](C)CO)C(=O)c2cc(NC(=O)Nc3ccccc3)ccc2O[C@H]1CN(C)C(=O)Nc1ccc(F)cc1,-5,0,0,-13,3[16.7 µM],-1,2
CCn1cnc2cc(NCc3nc4ccccc4n3C)ccc21,1,-1,-9,1,15,0,17
Cc1ccc(S(=O)(=O)N2CCOCC2)cc1C(=O)OCC(=O)NC1CCCCC1,-11,-3,-2,1,1,2,4
CCCn1c(=O)c2c(C(F)(F)F)cc(-c3ccco3)nc2n(CCC)c1=O,.,-30,-1,-5,.,.,-9
CCCCOc1ccccc1C1C(C(=O)OC)=CN(CC)C=C1C(=O)OC,.,.,-3,-53,-5,.,-2
Cc1ccc(NC(=O)CSc2nc3ccccc3c(=O)n2Cc2cccs2)cc1,-6,.,0,-3,8,0,.
Cc1ccc(NC(=O)COC(=O)CCc2c[nH]c3ccccc23)cc1[N+](=O)[O-],0,1,.,35,-2,-1,-1
Cc1onc(-c2ccccc2Cl)c1C(=O)OCc1cnc(Cl)s1,-3,6,-2,9,48,5,-1
COC(=O)C[C@@H]1C[C@@H]2c3cc(NS(C)(=O)=O)ccc3O[C@@H]2[C@H](CO)O1,-2,0,-5,-4,-1[16.7 µM],0,-3
Cc1ccc(NC(=O)CCn2ccc([N+](=O)[O-])n2)nc1,-7,.,.,-5,.,2,.
COc1ccccc1OCC(=O)Nc1ccc(S(=O)(=O)N2CCOCC2)cc1,-1,1,-1,-5,-5,2,-6
Cc1nn(CC(=O)N(C)C)c(=O)c2ccccc12,19*,3,-1,4,-4,-3,-1
C[C@@H]1CN([C@@H](C)CO)C(=O)c2cc(NS(=O)(=O)c3ccc(Cl)cc3)ccc2O[C@@H](C)CCCCO[C@H]1CN(C)Cc1ccc(C(=O)O)cc1,-2,.,1,-3,5[16.7 µM],1,-2
CO[C@H]1CN(C)C(=O)c2ccc(NC(=O)c3cc(C)on3)cc2OC[C@H](C)N(CC2CC2)C[C@H]1C,2,21,-4,-9,.,1,-2
CCC(=O)Nc1ccc(S(=O)(=O)NC[C@H]2O[C@@H](n3cc(C)c(=O)[nH]c3=O)C[C@@H]2O)cc1,-7,-2,-1,.,0,6,-3
CN(NC1OC(=O)c2ccccc21)c1ccc(Cl)cc1[N+](=O)[O-] (stereo unspecified),0,5,-1,-15,9,7,2
COc1ccc(C2=NS(=O)(=O)N(C)C(C(=O)Nc3cc(OC)c(OC)c(OC)c3)=C2)cc1,0,-5,0,-4,-8,2,9
C[C@@H]1CN([C@@H](C)CO)C(=O)c2cc(NC(=O)c3ccccc3)ccc2O[C@@H](C)CCCCO[C@@H]1CN(C)Cc1ccc(C(=O)O)cc1,6,.,0,-9,8[16.7 µM],-6,-3
CN1C(=O)c2cc(NS(C)(=O)=O)ccc2OC[C@@H]2O[C@@H](CC(=O)O)CC[C@@H]21,1,-66,90*,-11,35[16.7 µM],-1,4

# SIRT5 block, entries above that show a hit
SMILES	SIRT5 block	ARNT TACC3 PPI	miR122 inh	ERp5 block	esBAF inh
Cc1nn(CC(=O)N(C)C)c(=O)c2ccccc12	19*	4	-4	-3	-1

# The list continues.
SMILES,SIRT5 block,C2C12 statin,Cneo AK release,ARNT TACC3 PPI,miR122 inh,ERp5 block,esBAF inh
Cc1cc(=O)n2nc(N3CCC(C(=O)NCc4cccc(Br)c4)CC3)sc2n1,6,8,-3,4,0,7,-1
COc1ccccc1CNc1ncnc2c1nnn2Cc1ccccc1,.,126*,2,4,0,.,-1
CC(C)C[C@@H](C(=O)NC1CCN(Cc2ccccc2)CC1)N1C(=O)N2CCc3c([nH]c4ccccc34)[C@@]2(C)C1=O,-17,-36,1,-8,-19,1,-1
Cc1cc(C)cc(NS(=O)(=O)c2c(C(=O)N3CCCCCC3)c(C)n(C)c2C)c1,1,6,1,3,83,3,-2
C[C@@H]1CCCCO[C@@H](CN(C)Cc2ccc(C(F)(F)F)cc2)[C@@H](C)CN([C@@H](C)CO)C(=O)c2cc(NC(=O)c3ccccc3)ccc2O1,2,.,60,-6,-7[16.7 µM],1,7
C[C@H](O)C#Cc1cnc2c(c1)C(=O)N([C@H](C)CO)C[C@H](C)[C@@H](CN(C)Cc1ccc(-c3ccccc3)cc1)O2,3,-13,-5,-4,49[16.7 µM],20,-20
COC(=O)c1ccc2nc(-c3ccc(Cl)cc3)c(Cc3cccc(F)c3)n2c1,.,16,-1,.,-1,-3,0
COCc1cc(C)nc(Oc2ccccc2)c1C#N,-4,1,2,-3,-5,3,-1
C[C@H]1CCCCO[C@@H](CN(C)Cc2ccc(C(=O)O)cc2)[C@@H](C)CN([C@@H](C)CO)C(=O)c2cc(NC(=O)Nc3ccc4c(c3)OCO4)ccc2O1,-5,.,0,0,0[16.7 µM],-1,14
COc1cc(NC(=O)CS(=O)(=O)c2ccc(C)cc2)cc(OC)c1OC,.,0,-1,-3,5,.,3
COC(=O)[C@H]1[C@H](CO)[C@H]2Cn3c(ccc(-c4cccc(C(=O)N(C)C)c4)c3=O)[C@H]2N1C,-1,9,-3,-6,3[16.7 µM],0,-8
CC(C)c1cn(CC[C@H]2CC[C@@H](NS(=O)(=O)c3ccc(F)cc3)[C@H](CO)O2)nn1,2,0,45,.,.,-3,-4
CC(C)(C)NS(=O)(=O)c1ccc(CCC(=O)Nc2ccc3c(c2)OCCO3)cc1,.,.,-2,-8,2,.,.
O=C(Nc1nc2c(Br)cc(Br)cc2c(=O)s1)C1CCC1,0,.,.,-4,.,-1,.
CN(CCc1cnn(C)c1)C(=O)CCc1nnc(CCCc2ccccc2)o1,-3,.,.,-8,.,-2,.
Cc1cccc(NC(=O)CSc2nc3ccccc3c3nc(CCc4c(C)n[nH]c4C)nn23)c1,.,.,2,-8,2,.,-2

# 13 compounds already listed, ordered by heavy-atom count, high to low.
SMILES,SIRT5 block,C2C12 statin,Cneo AK release,ARNT TACC3 PPI,miR122 inh,ERp5 block,esBAF inh
C[C@H]1CCCCO[C@@H](CN(C)Cc2ccc(C(=O)O)cc2)[C@@H](C)CN([C@@H](C)CO)C(=O)c2cc(NC(=O)Nc3ccc4c(c3)OCO4)ccc2O1,-5,.,0,0,0[16.7 µM],-1,14
C[C@@H]1CCCCO[C@@H](CN(C)Cc2ccc(C(F)(F)F)cc2)[C@@H](C)CN([C@@H](C)CO)C(=O)c2cc(NC(=O)c3ccccc3)ccc2O1,2,.,60,-6,-7[16.7 µM],1,7
C[C@@H]1CN([C@@H](C)CO)C(=O)c2cc(NC(=O)c3ccccc3)ccc2O[C@@H](C)CCCCO[C@@H]1CN(C)Cc1ccc(C(=O)O)cc1,6,.,0,-9,8[16.7 µM],-6,-3
CC(C)C[C@@H](C(=O)NC1CCN(Cc2ccccc2)CC1)N1C(=O)N2CCc3c([nH]c4ccccc34)[C@@]2(C)C1=O,-17,-36,1,-8,-19,1,-1
C[C@H](O)C#Cc1cnc2c(c1)C(=O)N([C@H](C)CO)C[C@H](C)[C@@H](CN(C)Cc1ccc(-c3ccccc3)cc1)O2,3,-13,-5,-4,49[16.7 µM],20,-20
Cc1cccc(NC(=O)CSc2nc3ccccc3c3nc(CCc4c(C)n[nH]c4C)nn23)c1,.,.,2,-8,2,.,-2
COC(=O)[C@H]1[C@H](CO)[C@H]2Cn3c(ccc(-c4cccc(C(=O)N(C)C)c4)c3=O)[C@H]2N1C,-1,9,-3,-6,3[16.7 µM],0,-8
CC(C)c1cn(CC[C@H]2CC[C@@H](NS(=O)(=O)c3ccc(F)cc3)[C@H](CO)O2)nn1,2,0,45,.,.,-3,-4
CN(CCc1cnn(C)c1)C(=O)CCc1nnc(CCCc2ccccc2)o1,-3,.,.,-8,.,-2,.
CN1C(=O)c2cc(NS(C)(=O)=O)ccc2OC[C@@H]2O[C@@H](CC(=O)O)CC[C@@H]21,1,-66,90*,-11,35[16.7 µM],-1,4
COc1ccccc1CNc1ncnc2c1nnn2Cc1ccccc1,.,126*,2,4,0,.,-1
O=C(Nc1nc2c(Br)cc(Br)cc2c(=O)s1)C1CCC1,0,.,.,-4,.,-1,.
COCc1cc(C)nc(Oc2ccccc2)c1C#N,-4,1,2,-3,-5,3,-1

# High-throughput results: PubChem, Broad Institute
